PGC1a acetyl inh – inhibitors of PGC1a acetylation signal, primary screen, cell-based, U2OS, AlphaScreen, inhibitor mode | AlphaScreen anti-acetyl-lysine; with virally co-expressed GCN5 acetyltransferase | inhibition, % at 15.6 µM | hit rate 0.17% among 350,000 | AID 651687, 2012;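 active means every replicate shows inhibition of at least 40%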;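 further: 0% = neutral control wells and 100% = positive control wells; some results beyond the cut were filed as inactive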
LGR2 inh – inhibitors of bursicon-induced LGR2 CRE-luciferase signal, primary screen, cell-based, HEK293, CRE-luciferase reporter, bursicon stimulation; bursicon-stimulated, 4 h; inhibition, % at 9.99 µM; Drosophila bursicon receptor LGR2 (rickets); hit rate 0.35% among 380,000; AID 720647, 2013;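 active means drop in luminescence signal, shown as inhibition above about 50% in the replicate tests, limit read from the data, passing the limit was not always enough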;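 further: agonist challenge used bursicon conditioned medium at about half maximal strength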
FN deposition inh – inhibitors of fibronectin matrix deposition, primary screen, AH1F cells, Alexa488-fibronectin fluorescence, plate reader; inhibition, % at 12.6 µM; AH1F fibroblasts, overnight; hit rate 0.086% among 350,000;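 active means mean inhibition across replicates of 30% or more, regardless of how many single replicates reach that level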;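 further: positive control wells lacked labelled fibronectin entirely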
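Material: AH1F fibroblasts assembling fluorescent fibronectin matrix; amount: 10000 AH1F cells/well; medium: DMEM, 2% serum; reagent: Alexa488-fibronectin, 24 nM final in well; dosing: single compound dose, delivered by pin transfer; incubation: 1 h adhesion, overnight exposure; detection: fluorescence after three HBSS washes, excitation 485 nm, emission 525 nm; measure: fibronectin deposition inhibition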
PglD DTNB – C. jejuni PglD acetyltransferase inhibitors, primary screen, biochemical, DTNB colorimetric, single point; UDP-N-acetylbacillosamine N-acetyltransferase PglD (Campylobacter jejuni); purified PglD enzyme, DTNB colorimetric CoA detection; inhibition, % at 12.5 µM; hit rate 0.098% among 360,000; in the data active means inhibition above about 16%, passing the limit was not always enough; further: strong numbers were not always called active
PAX8 reporter – inhibitors of PAX8-driven TPO luciferase reporter, primary screen, RMG-I cells, single concentration | SteadyGlo, 24 h | inhibition, % at 12.6 µM | hit rate 1.2% among 360,000 | AID 652154, 2013;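 active means mean replicate inhibition at least 60% with every replicate also reaching 60%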;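 further: luciferase light reporting Pax8 driven TPO promoter activity; plate controls were median of neutral control wells for no effect and mitoxantrone controls for full effect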
ERAP1 HTS inh – human ERAP1 aminopeptidase inhibitors, primary screen, biochemical, single point, plate reader; Endoplasmic reticulum aminopeptidase 1 (Homo sapiens), Q9NZ08; recombinant ERAP1, Leu-AMC fluorescence, 60 min; inhibition, % at 10.7 µM; hit rate 0.15% among 340,000;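 active means mean replicate inhibition of at least 30%, or all replicates individually reaching that 30% level; inactive means mean below 30% and not every replicate reaching it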;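 further: 0% = neutral control wells and 100% = L-leucinethiol positive control wells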
Target sequence (Q9NZ08 whole entry, looked up): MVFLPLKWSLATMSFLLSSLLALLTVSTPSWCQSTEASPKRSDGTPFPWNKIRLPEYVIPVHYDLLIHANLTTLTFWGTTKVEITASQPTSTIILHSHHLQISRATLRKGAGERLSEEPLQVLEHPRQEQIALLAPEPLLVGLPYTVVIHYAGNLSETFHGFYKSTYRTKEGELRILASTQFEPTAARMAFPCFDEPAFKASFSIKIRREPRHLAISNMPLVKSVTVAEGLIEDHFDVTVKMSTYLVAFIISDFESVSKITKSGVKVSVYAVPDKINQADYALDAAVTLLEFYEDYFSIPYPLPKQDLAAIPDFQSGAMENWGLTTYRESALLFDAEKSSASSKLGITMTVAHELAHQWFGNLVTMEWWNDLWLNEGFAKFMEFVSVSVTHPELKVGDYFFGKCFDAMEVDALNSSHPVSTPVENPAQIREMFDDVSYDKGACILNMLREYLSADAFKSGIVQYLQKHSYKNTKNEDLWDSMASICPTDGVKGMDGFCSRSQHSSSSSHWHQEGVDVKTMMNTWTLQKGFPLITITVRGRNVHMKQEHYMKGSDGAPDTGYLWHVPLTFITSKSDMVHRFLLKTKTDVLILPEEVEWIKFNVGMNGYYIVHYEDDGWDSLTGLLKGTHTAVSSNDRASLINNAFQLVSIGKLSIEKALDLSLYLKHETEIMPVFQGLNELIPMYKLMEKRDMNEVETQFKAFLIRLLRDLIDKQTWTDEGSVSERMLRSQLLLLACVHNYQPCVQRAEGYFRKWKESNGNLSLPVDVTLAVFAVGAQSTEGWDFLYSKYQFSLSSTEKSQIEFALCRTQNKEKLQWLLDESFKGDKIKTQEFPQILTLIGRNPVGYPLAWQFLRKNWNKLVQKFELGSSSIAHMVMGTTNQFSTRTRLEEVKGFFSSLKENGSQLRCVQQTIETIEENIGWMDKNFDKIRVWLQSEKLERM
EWS-Fli block – EWS/Fli-driven NR0B1 reporter inhibitors, primary screen, A673 cells, NR0B1 luciferase, luminescence, MLPCN library | inhibition, % at 12.6 µM | viability-normalised | hit rate 0.67% among 350,000;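 active means mean inhibition of at least 50% after viability correction, with every replicate also passing that limit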;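 further: firefly luciferase signal divided by Alamar Blue viability fluorescence both relative to DMSO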
S100A4 MyoIIA – inhibitors of S100A4-myosin IIA peptide binding, primary screen, biochemical, fluorescence polarization, TAMRA-MyoIIA peptide; Protein S100-A4 (Homo sapiens), P26447; inhibition, % at 10.7 µM; hit rate 0.14% among 360,000; AID 652163, 2013;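 active means mean inhibition of at least 70% across replicates, with every replicate also reaching that level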
Target sequence (P26447 whole entry, looked up): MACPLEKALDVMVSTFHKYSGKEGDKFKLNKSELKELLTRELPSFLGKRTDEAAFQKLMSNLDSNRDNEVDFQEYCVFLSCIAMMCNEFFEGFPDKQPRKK
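Material: S100A4 monomer protein / Buffer or medium: 50 mM HEPES pH 7.2, 10 mM CaCl2, 100 mM KCl / Times: 5 min incubation before reading / Benchmarks: neutral control DMSO, positive control TFP / Reagent: labelled myosin peptide probe, 5 nM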
The depositor's hits bear a star; · = not tested or not shown; & = joins results of further samples.

smiles,S100A4 MyoIIA,LGR2 inh,ERAP1 HTS inh,PGC1a acetyl inh,PglD DTNB,FN deposition inh,EWS-Fli block,PAX8 reporter
CC(C)C1=CC2C3C(C(C(C)C)=CC(=O)[C@@]3(C)O)C1C(=O)C2(C)O (stereo not given in full),4.3,10.7,-0.3,·,·,-6.9,-15.3,-2.6
CCC1CCC2(CC1)NC(=O)N(CC(=O)Nc1cccc(S(=O)(=O)N(C)c3ccccc3)c1)C2=O (stereo not given),-0.3,11.9,-1.8,3.7,7.0,1.9,8.1,9.1
O=C(C[C@@H]1CC[C@H]2[C@@H](COC[C@H](O)CN2C(=O)c2ccncc2)O1)Nc1ccc(-c2ccccc2)cc1,-0.7,4.8,2.4,0.2,-2.3,7.8,-7.8,5.2
Cc1cc(/C=N/NC(=O)C(O)(c2ccccc2)c2ccccc2)c(C)n1-c1cccc(C(=O)O)c1,-4.8,8.7,-1.5,6.4,-1.9,5.6,10.9,-5.9
C[C@@H]1CN([C@H](C)CO)C(=O)c2cccc(NS(=O)(=O)c3ccccc3)c2O[C@H]1CN(C)CC1CC1,8.7,-20.4,-0.4,10.9,2.6,·,2.4,-22.8
Cc1nn(-c2ccc(F)cc2)c(C)c1NS(=O)(=O)c1ccc2ccccc2c1,4.9,-5.9,1.5,6.4,-8.4,·,·,·
Cn1c(=O)n2n(c1=O)[C@H](C1CC1)C=C1CN3[C@@H]([C@H](Cc4ccccc4)OC(=O)[C@@H]3Cc3ccccc3)[C@@H]12,-35.2,·,1.9,-8.7,·,·,-5.6,-1.6
Cc1noc(C)c1NC(=O)N[C@@H]1CC[C@@H](CCNC(=O)C2CCCCC2)O[C@H]1CO,-4.5,-8.3,4.2,-6.8,2.8,-6.1,-3.3,-1.3
C[C@H](CO)N1C[C@H](C)[C@H](CN(C)S(C)(=O)=O)Oc2ccc(NC(=O)Nc3cccc4ccccc34)cc2C1=O,-28.1,26.1,1.1,-1.9,-7.7,·,-2.3,26.3
C[C@@H](NC(=O)C[C@H]1C[C@@H]2c3cc(NC(=O)CC4CC4)ccc3O[C@@H]2[C@H](CO)O1)c1ccccc1,13.4,-1.5,-2.2,-6.2,-0.3,-0.7,-2.6,·
CC(OC(=O)c1ccncc1)C(=O)NC1CCCC1 (stereo not given),-0.3,13.8,·,1.0,·,0.1,12.2,-4.9
COCC#Cc1ccc2c(c1)O[C@@H](CN(C)C(=O)COC)[C@H](C)CN([C@@H](C)CO)S2(=O)=O,7.4,3.2,0.0,3.8,-0.1,·,-0.2,9.7
COc1cc(C(=O)OCC(=O)c2cc(C)n(C)c2C)cc(OC)c1OC,·,·,·,0.6,0.5,1.1,·,22.7
O=C(CN1C(=O)C2CCCCC2C1=O)Nc1nc(-c2ccc(F)cc2)cs1 (stereo not given),-5.4,20.5,1.2,0.0,1.4,-2.7,-7.8,-4.7
Cc1ccc(CN(C)C[C@@H]2OCc3cnnn3CCCC(=O)N([C@H](C)CO)C[C@@H]2C)cc1,-11.8,8.5,0.1,4.9,-1.3,-10.7,6.8,·
CCOC(=O)/C=C1/SCC(=O)N1CC(=O)NC12CC3CC(CC(C3)C1)C2,-16.3,-8.2,4.1,-23.6,1.3,0.9,1.0,·
CCc1nc2ccc(C(=O)N(C)Cc3ccccc3)cn2c1N(C)CCCc1ccccc1,-1.1,11.8,0.1,3.0,-7.2,16.3,11.6,5.0
NC(=O)C1(N2CCCCC2)CCN(CC(=O)Nc2ccccc2-c2ccccc2)CC1,-1.3,-5.4,9.1,-0.9,2.1,·,6.0,·
CCCOc1ccc(Cn2cnc3ccccc32)cc1,-2.0,11.4,6.0,7.3,-4.2,8.1,·,·
Clc1ccc(-c2nc(-c3ccncc3)no2)c(Cl)c1,-0.5,-69.5,-0.4,10.1,9.1,-14.8,-55.9,-184.9
C[C@H]1CN([C@@H](C)CO)C(=O)CCCn2cc(nn2)CO[C@@H]1CN(C)C(=O)OCc1ccccc1,-3.7&19.5,-5.9,-0.4&-0.8,-0.8&12.3,-1.0&5.6,2.0&6.0,-5.1&-0.4,-8.8&-3.9
COCCN(CCOC)c1ncnc2c1cnn2-c1ccccc1,-9.2,-53.9,0.5,1.7,-0.3,-0.1,-38.5,-59.8
COc1cc(C)ccc1OCc1cc(C(=O)NCc2ccncc2)no1,-1.9,-65.2,2.8,-0.3,1.5,-7.7,-93.7,-109.5
CC(C(=O)NCCS(=O)(=O)c1ccc(Br)cc1)S(=O)(=O)c1ccc(Cl)cc1 (stereo not given),-3.0,-1.8,-0.5,-6.2,0.1,-2.5,2.3,5.5
CCOC(=O)c1cc(-c2ccco2)nc2c1c(C)nn2-c1cccc(Cl)c1,·,·,·,8.2,0.6,-11.9,·,-0.1
COc1ccc(Cl)cc1NS(=O)(=O)c1cccc(C(=O)NCC2CCCO2)c1 (stereo not given),-3.3,-4.5,-3.6,·,5.5,-2.7,-7.4,4.5
CCN(CC)C(=O)C1=C(C)N(Cc2ccc(OC)cc2)C(=O)C(CC(=O)NCCc2ccccn2)C1 (stereo not given),-1.2,11.0,0.8,11.5,5.6,7.6,-4.4,-5.6
Cc1cccc(N=c2oc3cc(O)ccc3cc2C(N)=O)c1,·,·,·,6.1,-1.3,11.2,·,-150.2
Cc1ccc(S(=O)(=O)N(C)C[C@H]2OCCCC[C@@H](C)Oc3ccc(NS(=O)(=O)c4ccccc4)cc3C(=O)N([C@@H](C)CO)C[C@@H]2C)cc1,-6.4,0.1,3.4,-13.9,3.9,·,-6.6,10.4
COc1ccc2ccn(C)c2c1,2.3,·,-0.1,-6.1,4.7,-6.2,-4.3,-15.4
CCC(=O)N1C[C@@H](C)[C@H](OC)CN(C)C(=O)c2ccc(NS(C)(=O)=O)cc2OC[C@@H]1C,·,-10.9,·,·,·,7.2,-1.9,8.7
O=C(C[C@H]1CC[C@H]2[C@@H](COC[C@@H](O)CN2S(=O)(=O)c2ccc(F)cc2)O1)NCc1ccc(Cl)c(Cl)c1,-7.7,0.8,0.7,1.7,-1.0,-3.6,4.5,-4.3
CN1CCCN(C(=O)C2CCC(C(=O)N3CCCN(C)CC3)CC2)CC1 (stereo not given),-18.5,3.1,1.9,10.3,·,-11.4,9.9,12.4
O=C1c2cccnc2Oc2ccc(Cl)cc2N1Cc1ccc(F)cc1,·,15.0,·,·,4.7,0.3,·,-22.8
CCCCC1Cc2[nH]c(=S)[nH]c(=O)c2C(c2ccc3ccccc3c2)O1 (stereo not given),5.4,-10.8,1.5,·,·,-5.7,5.0,9.3
COc1ccc(-n2ncc3c2CC(C)(C)CC3NC(=O)c2ccc(OC)o2)cc1 (stereo not given),-2.6,-0.5,4.4,-1.2,4.9,-13.1,-14.8,-4.8
Cc1sc(NC(=O)c2ccccc2)c(C(=O)c2ccccc2)c1C,3.2,·,2.7,-10.3,-6.3,4.3,-5.0,-6.2
O=C(NCCCN1CCCC1=O)c1ccc2c(c1)OCO2,-3.7,2.7,-3.3,-3.8,·,·,-3.9,·
COc1ccc(S(=O)(=O)NCc2ccc(C(=O)NCCN(C)Cc3ccccc3)cc2)cc1,-3.8,-4.8,-0.2,-10.2,-6.0,3.9,10.7,-4.8
COc1cc(CC(=O)Nc2ccc(S(=O)(=O)N(C)C)cc2)cc(OC)c1OC,-2.5,-2.3,-2.0,-3.4,-8.9,·,·,·

Looked up above:
FN deposition inh, Clc1ccc(-c2nc(-c3ccncc3)no2)c(Cl)c1 stands at -14.8
PglD DTNB, CCN(CC)C(=O)C1=C(C)N(Cc2ccc(OC)cc2)C(=O)C(CC(=O)NCCc2ccccn2)C1 (stereo not given) stands at 5.6
LGR2 inh, CCC(=O)N1C[C@@H](C)[C@H](OC)CN(C)C(=O)c2ccc(NS(C)(=O)=O)cc2OC[C@@H]1C stands at -10.9

(list continues)
smiles,S100A4 MyoIIA,LGR2 inh,ERAP1 HTS inh,PGC1a acetyl inh,PglD DTNB,FN deposition inh,EWS-Fli block,PAX8 reporter
COc1cccc(NC(=O)C2(C)CCN2C(C)C)c1OC (stereo not given),-4.1,-3.7,-1.6,-5.9,2.9,1.9,6.0,7.4
COc1ccccc1NC(=O)CCN1C(=O)c2ccccc2S1(=O)=O,8.9,-2.2,-0.1,·,·,0.4,-0.8,-2.2
COc1cc(-c2nnc(COC(=O)c3cc(C)no3)o2)cc(OC)c1OC,-6.2,3.2,-3.8,·,-3.4,0.7,·,11.5
COc1ccc(OCC(=O)Nc2ccccc2C(=O)Nc2ccc(C(=O)O)cc2)cc1,2.1,1.6,-1.9,6.4,-0.4,-0.1,2.4,13.0
COc1ccccc1NC(=O)Nc1ccc(F)c(F)c1,-1.1,-44.9,1.4,9.9,3.8,3.0,-19.3,-14.5
COc1ccc(-n2nc(C(=O)NCC(=O)N3CCCC3)c3ccccc3c2=O)cc1,-1.9,3.6,-1.5,·,-0.7,-10.5,-3.1,-1.9
CCn1c(/C=N/Nc2ccc(C(=O)O)cc2)nc2ccccc21,-1.9,·,10.2,9.4,-1.4,3.3,2.2,-1.8
O=C(NCc1ccncn1)[C@H]1[C@H](CO)[C@H]2Cn3c(cccc3=O)[C@@H]1N2CC1CC1,-4.1,27.7,-2.3,·,16.6,·,-0.4,·
O=S1(=O)CC(N2CCCC2)CN1Cc1ccccc1 (stereo not given),-12.2,-1.8,-0.2,-7.1,-6.2,-6.6,-9.3,-8.0
O=C(NCCCn1ccnc1)c1cc(-c2cccnc2)nc2ccc(Br)cc12,1.3,-14.6,6.3,·,·,-8.1,8.3,-7.0
O=C(NC(=S)NC1CCCCC1)c1ccccc1[N+](=O)[O-],2.2,-19.5,-1.8,-6.9,3.2,-7.8,·,-42.6
CCN1CCN(C(c2cccs2)C(C)NC(=S)NC2CCCCC2)CC1 (stereo not given),-12.5,-13.9,-0.5,-7.2,·,-0.7,-7.2,3.7
O=C1NC(=O)C(Cc2cccc(Oc3ccccc3)c2)S1 (stereo not given),-0.9,-6.2,-4.0,·,0.3,-2.5,-5.5,2.0
Cn1cnc(CCNC(=O)C[C@H]2CC[C@@H]3[C@H](COC[C@@H](O)CN3C(=O)C3CC3)O2)c1,7.4,-11.2,0.6,0.8,-0.6,-7.7,-1.3,-15.9
Nc1nc(CN2CCN(Cc3ccccc3)CC2)nc(Nc2ccccc2)n1,0.5,-7.5,5.4,9.2,-97.5,·,10.8,·
O=C(NCC1CCCO1)c1cc(-c2ccccc2F)no1 (stereo not given),1.6,-75.9,1.9,-22.7,0.6,-9.0,·,-94.8
Cc1ccc(C(=O)CSc2nnc(-c3cccs3)n2C)o1,2.4,-3.1,-1.8,3.3,·,2.5,-15.7,-29.1

Compounds were not picked by outcome (roughly 2.1% active in at least one column).
